Compound activity (PubChem)
NCI-60 one-dose screen, 48 h, at 10 µM unless noted. Numbers give growth in % (100 = growth as untreated, 0 = no growth, -100 = all killed).
EKVX – EKVX NSCLC. 71,000 tested, 3% active. AID 1794765
M14 – M14 melanoma; 80,000 tested, 6.2% active
HOP-92 – HOP-92 NSCLC cells; 71,000 tested, 6.3% active; AID 1794738
HOP-62 – HOP-62 NSCLC | AID 1794735 | 80,000 tested, 3.9% active
UACC-62 – UACC-62 melanoma. 81,000 tested, 5.4% active
MALME-3M – MALME-3M melanoma; 78,000 tested, 5.8% active; AID 1794766
A549/ATCC – A549/ATCC NSCLC; 81,000 tested, 3.7% active
UACC-257 – UACC-257 melanoma | 78,000 tested, 4.4% active
Numbers without * were called inactive; / = not tested or not shown; & = joins results of further samples; ! = repeats disagree. Rule for the calls: active = growth percent below 10; inactive = the rest. The list is partial. The share of hits here may be higher or lower than overall.

SMILES	EKVX	M14	HOP-92	HOP-62	UACC-62	MALME-3M	A549/ATCC	UACC-257
CCCCCCCCCCCCCCCC[N+](C)(C)Cc1ccccc1	-27.6*!	-88.7*	-55.5*	-86.3*!	-74.5*	-55.5*	/	/
CC1(C)C2CCC1(CS(=O)(=O)O)C(=O)C2 (stereo unspecified)	94.6&100.6	105.4&98.0	99.9&66.9	100.7	93.2&88.3	104.6&85.1	96.8&96.6	96.6&99.5
CC(=O)Nc1ccc(C(=O)O)cc1 (tested in a mixture with another compound)	99.7	100.4&106.1	99.8&97.5	98.2&107.6	102.6&97.0	106.1&77.8	92.1&89.1	85.6
[Na+]	/	108.7	/	120.1	110.8	117.9	106.0	107.8

3 entries from above, arranged by molar mass, rising:
SMILES	EKVX	M14	HOP-92	HOP-62	UACC-62	MALME-3M	A549/ATCC	UACC-257
[Na+]	/	108.7	/	120.1	110.8	117.9	106.0	107.8
CC(=O)Nc1ccc(C(=O)O)cc1 (tested in a mixture with another compound)	99.7	100.4&106.1	99.8&97.5	98.2&107.6	102.6&97.0	106.1&77.8	92.1&89.1	85.6
CCCCCCCCCCCCCCCC[N+](C)(C)Cc1ccccc1	-27.6*!	-88.7*	-55.5*	-86.3*!	-74.5*	-55.5*	/	/
